Assay outcomes: PubChem BioAssay, several laboratories
PKA-R1A act – activators of PKA-R1A complex; activation, % at 11.4 µM; PKA-R1A dissociation, Cy5-IP20 fluorescence polarization; scaled: DMSO 0%, 113 µM cGMP 100%; hit rate 0.083% among 340,000;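 active = percent activation above the mean of all tested compounds plus 3 SD, cut at about 19% in these data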;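 also: higher means more PKAc released from R1A so a rise in polarization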
MOR-DOR inv ag – mu-delta opioid heterodimer inverse agonism; P35372+P41143; cell-based MOR-DOR heterodimer luminescence; inhibition, % at 9.3 µM; hit rate 0.21% among 340,000; in the data active = inhibition above about 22%, passing the limit was not always enough;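 also: 0% = cells with DMSO and 100% = wells without cells with DMSO; values of inactives mirror those of a sister screen read the other way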
Target sequence (P35372 whole entry, looked up): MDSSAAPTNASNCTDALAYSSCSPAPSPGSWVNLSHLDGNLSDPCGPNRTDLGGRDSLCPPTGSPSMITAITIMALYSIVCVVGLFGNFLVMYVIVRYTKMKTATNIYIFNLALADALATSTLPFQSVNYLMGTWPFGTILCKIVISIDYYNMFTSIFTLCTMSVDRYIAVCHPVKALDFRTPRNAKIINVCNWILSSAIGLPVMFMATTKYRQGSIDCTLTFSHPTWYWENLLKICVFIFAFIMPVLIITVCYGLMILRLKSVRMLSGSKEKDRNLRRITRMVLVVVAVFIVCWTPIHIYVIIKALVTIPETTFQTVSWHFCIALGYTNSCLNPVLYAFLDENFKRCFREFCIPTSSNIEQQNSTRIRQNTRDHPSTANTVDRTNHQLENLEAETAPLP
Target sequence (P41143 whole entry, looked up): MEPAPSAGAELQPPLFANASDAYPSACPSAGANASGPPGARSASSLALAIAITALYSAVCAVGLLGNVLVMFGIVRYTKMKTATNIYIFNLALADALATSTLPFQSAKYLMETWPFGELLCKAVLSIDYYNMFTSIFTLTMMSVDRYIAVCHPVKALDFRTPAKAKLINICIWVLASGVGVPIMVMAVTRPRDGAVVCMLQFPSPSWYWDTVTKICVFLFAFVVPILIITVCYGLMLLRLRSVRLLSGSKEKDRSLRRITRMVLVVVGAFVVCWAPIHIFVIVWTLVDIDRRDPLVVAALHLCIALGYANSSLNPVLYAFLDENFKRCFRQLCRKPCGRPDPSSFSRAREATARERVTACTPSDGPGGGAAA
AddAB inh – less growth of phage-infected E. coli with AddAB | AID 435030 | E. coli expressing H. pylori AddAB, absorbance growth | hit rate 0.29% among 330,000 | inhibition, % at 11.9 µM; in the data active = inhibition above about 12%;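 also: 0% = vehicle wells of infected cells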
Ecoli viability – bacterial growth inhibition, counter-screen for AddAB inhibitors; E. coli V3065 growth, OD600 absorbance, 18 h; inhibition, % at 11.9 µM; hit rate 0.27% among 330,000;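 active = inhibition above the campaign's mean inhibition across all tested compounds plus 3 SD, cut at about 9.9% in these data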;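 also: uninfected addAB+ strain grown without phage in ampicillin broth; 0% = DMSO wells and 100% = ciprofloxacin 0.95 µg/ml wells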
PKA-R2B activ – activators of human PKA-R2B complex | P22694+P31323 | PKA-R2B holoenzyme dissociation, Cy5-IP20 fluorescence polarization; R2B truncated from residue 108, S112A mutant; 0% DMSO only, 100% 113 µM cGMP | activation, % at 11.4 µM | hit rate 0.079% among 340,000;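 active = activation above a cutoff set at the mean over all compounds plus 3 SD, cut at about 18% in these data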;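 also: higher means more holoenzyme dissociation and a rise in polarization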
phage Ecoli inh – E. coli growth loss with phage present; growth absorbance; inhibition, % at 11.9 µM; hit rate 0.26% among 360,000; AID 651602; in the data active = inhibition above about 11%
SUMO Mot1 rescue – blocks SUMOylation pathway, rescuing yeast Mot1-301 growth. S. cerevisiae Mot1-301 growth rescue, ATP luminescence, 38.5C; percent above DMSO median, 100 means doubled. growth rescue, % at 18.8 µM. hit rate 1% among 320,000. AID 2716;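 active = every valid replicate shows activation above 250% relative to neutral control wells; inactive = the rest, any valid replicate at or below 250%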;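 also: OY570 slx delta 5 strain wells were the positive control but not used for scaling; some compounds called inactive have numbers as strong as hits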
PfHsp90 set2 – reduces growth (ATP signal) of yeast expressing P. falciparum Hsp90; hit rate 0.32% among 310,000; S. cerevisiae expressing PfHsp90, BacTiter-Glo ATP, 48 h; yeast lacking PDR1 and PDR3 efflux regulators; inhibition, % at 9.4 µM;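 active = every replicate shows inhibition above about 80%, whatever the replicate mean, limit read from the data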;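 also: 0% = DMSO neutral controls and 100% = 20 µM radicicol positive controls; yeast relying on Plasmodium falciparum Hsp90 in place of its own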
HTR5A inv ag – HTR5A inverse agonism, opioid heterodimer counter-screen; P47898; HTR5A cell line, luminescence; inhibition, % at 9.3 µM; hit rate 0.083% among 340,000; AID 504634; in the data active = inhibition mostly above about 23%, no sharp cut-off; inactive = mostly below about 18%;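 also: 0% = cells with DMSO and 100% = no-cell wells with DMSO; some compounds called inactive have numbers as strong as hits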
Tat transport – inhibitors of E. coli Tat protein transport. E. coli MC4100 TorA-mCherry Tat export, fluorescence. inhibition, % at 10 µM. hit rate 0.036% among 340,000;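 active = mean replicate inhibition at least 50% and at least half of replicates individually reaching 50%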;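 also: exported cargo escapes ClpAP degradation while cytoplasmic cargo is degraded and loses fluorescence; 0% = median of neutral control wells and 100% = median of NaSCN control wells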
OPRM1-OPRD1 ag – agonists of human mu-delta opioid receptor heterodimerization; cells, OPRM1-OPRD1 heterodimerization, luminescence; hit rate 0.3% among 340,000; P35372+P41143; activation, % at 9.3 µM; AID 504326; in the data active = activation above about 18%;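 also: 0% = vehicle-treated cells and 100% = reference agonist; values of inactives mirror those of a sister screen read the other way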
* marks the source's active call; other numbers are inactive results; · = not tested or not shown.

Each structure is followed by: PKA-R1A act	MOR-DOR inv ag	AddAB inh	Ecoli viability	PKA-R2B activ	phage Ecoli inh	SUMO Mot1 rescue	PfHsp90 set2	HTR5A inv ag	Tat transport	OPRM1-OPRD1 ag
1) COc1ccccc1NC(=O)CCSc1nnnn1C
  -12	5	0.7	1.3	0	0.6	15	-4	0	-7	-0.9
2) Cc1nn(Cc2c(F)c(F)c(F)c(F)c2F)c(C)c1NC(=O)c1nn(C)cc1[N+](=O)[O-]
  -6	-3	1.1	1.1	0	0.6	-7	2	4	0	0.5
3) Cc1ccc(NC(=O)COC(=O)c2ccc(-n3cnnn3)cc2)c(Br)c1
  -3	17	2.6	-0.7	4	-1.6	4	-11	-1	-6	-4.3
4) O=C(/C=C/c1ccc2c(c1)OCO2)NCCSCc1ccc(Cl)cc1Cl
  9	8	·	·	-4	3.2	·	-31	13	1	-1.4
5) CCc1ccc(NC(=O)C2CCN(S(=O)(=O)c3ccc4c(c3)CC(C)N4C(C)=O)CC2)cc1 (stereo unspecified)
  -4	5	1.1	1.4	-5	0.1	9	23	-8	0	-0.9
6) COc1ccc(C)cc1NS(=O)(=O)c1ccc2c(c1)N(C(C)=O)CCO2
  -6	20	4.2	2.9	-9	-0.9	12	0	2	-10	-3.9
7) O=C(COC(=O)c1ccco1)Nc1ccc(N2CCOCC2)cc1
  -16	-7	·	·	-11	1.4	·	2	0	-9	1.1
8) O=C(Cc1cccs1)Nc1ccc(-c2nnc(-c3ccco3)o2)cc1
  -2	18	-1.2	0.4	-16	2.5	270	8	7	-4	-3.6
9) Cn1cccc1C(=O)OCC(=O)NCc1ccc2c(c1)OCO2
  -13	6	2.0	0.9	-5	1.2	17	-4	12	-18	-1.1
10) O=C(O)c1cccc(N2C(=O)c3cc([N+](=O)[O-])cc4cc([N+](=O)[O-])cc(c34)C2=O)c1
  3	-22	1.6	-0.5	1	0.8	-12	-35	14	-2	4.5
11) O=C(NCCN1CCN(Cc2ccccc2)CC1)C1CC(=O)N(C2CCCC2)C1 (stereo unspecified)
  -1	7	1.8	0.4	2	0.2	13	-7	-7	1	-1.3
12) CCn1c(SCC(N)=O)nc2sc3c(c2c1=O)CCN(C)C3
  0	8	0.3	-2.7	8	2.1	-5	12	0	-5	-1.5
13) COc1ccc(C(=O)Nc2ccc(N3CCN(Cc4ccccc4)CC3)cc2)cc1
  ·	·	2.0	-1.8	·	3.5	272	17	·	-7	·
14) O=C(/C=C/c1cccc(Cl)c1)Nc1ccncc1
  -10	-17	1.9	0.7	-8	3.4	2	3	-31	-1	3.4
15) O=C(NCc1cccnc1)c1cn(-c2ccccc2)nc1-c1cccs1
  -5	1	2.4	2.2	0	1.1	12	·	6	2	-0.2

More structures follow:
Each structure is followed by: PKA-R1A act	MOR-DOR inv ag	AddAB inh	Ecoli viability	PKA-R2B activ	phage Ecoli inh	SUMO Mot1 rescue	PfHsp90 set2	HTR5A inv ag	Tat transport	OPRM1-OPRD1 ag
16) COc1ccc(CCNC(=O)COc2cc(C)cc3oc(=O)cc(C)c23)cc1OC
  -1	5	0.5	-1.3	-3	4.8	-13	-7	1	-4	-0.9
17) CN1OC[C@@H]2CN(C(=O)CCc3ccccc3)[C@H](c3cccc(N4CCOCC4)c3)C[C@@H]21
  2	8	·	·	4	0.6	·	0	-2	0	-1.6
18) COc1ccc(NC(=O)c2c(F)c(F)c(F)c(F)c2F)cc1Cl
  0	-12	-0.3	-0.1	2	3.6	-8	11	7	-11	2.2
19) COc1cccc(OCC(=O)Nc2ccccc2C(N)=O)c1
  -16	2	0.2	-1.4	-7	2.7	-6	2	-67	5	-0.4
20) COc1ccccc1CNc1nc(C)c(C(C)=O)s1
  -4	12	0.4	-0.4	6	1.4	-7	-27	10	-3	-1.9
21) CC(C)(C)OC(=O)C[C@H]1C/C=C\C[C@@H](CC(=O)NCCO)C(=O)N[C@H](Cc2ccccc2)COC1=O
  -2	5	3.5	-1.2	-12	1.2	·	-9	0	-8	-1.2
22) CCOC(=O)C(C(=O)OCC)C(C)(C)/C(C)=N\Nc1ccc([N+](=O)[O-])cc1[N+](=O)[O-]
  -5	-23	1.3	-1.6	-6	0.9	233	-71	2	3	4.3
23) O=C(NC1CCCCC1)C1CCCN(S(=O)(=O)c2cccc3cccnc23)C1 (stereo unspecified)
  -12	14	4.1	-1.9	-2	3.2	60	20	9	5	-2.8
24) CCCC(=O)c1cc(F)c(N2CCN(C(=O)OCC)CC2)cc1C
  -3	-6	2.2	1.4	-1	3.1	-5	·	-7	1	1.0
25) N#Cc1ccc(N2CCCC2C(=O)O)c([N+](=O)[O-])c1 (stereo unspecified)
  8	7	-0.2	-0.6	3	0.6	9	-9	-21	3	-1.1
26) CC(=O)NC1CC2CCCC(C1)N2CC(=O)Nc1ccccc1 (stereo unspecified)
  0	15	2.3	-0.4	12	4.6	10	9	-4	-2	-3.0
27) CCCn1c(C2CCCN2c2nc(-c3ccc(C)cc3)cs2)nc2ccccc21 (stereo unspecified)
  -7	-6	2.6	-0.1	-4	-0.2	51	-9	9	2	1.1
28) Cc1cc(N2CCN(c3ccc(F)cc3)CC2)nc2cc(O)ccc12
  0	-29	-0.9	-1.3	9	1.9	6	4	-8	8	5.0
29) CCOc1ccc(S(=O)(=O)N(CC(=O)O)c2ccccc2)cc1
  -1	5	2.1	-0.7	-1	2.3	-3	-29	-6	1	-0.8
30) COc1cc(-c2nc(-c3ccc(NC(=O)c4ccc5c(c4)OCO5)cc3)no2)cc(OC)c1OC
  7	-8	4.1	-2.9	-6	2.6	66	-40	-17	10	1.3

Arranged by value in Tat transport (falling): 4 of the compounds above.
| nr | SMILES | PKA-R1A act | MOR-DOR inv ag | AddAB inh | PKA-R2B activ | phage Ecoli inh | SUMO Mot1 rescue | PfHsp90 set2 | Tat transport | OPRM1-OPRD1 ag |
| --- | --- | --- | --- | --- | --- | --- | --- | --- | --- | --- |
| 28 | Cc1cc(N2CCN(c3ccc(F)cc3)CC2)nc2cc(O)ccc12 | 0 | -29 | -0.9 | 9 | 1.9 | 6 | 4 | 8 | 5.0 |
| 19 | COc1cccc(OCC(=O)Nc2ccccc2C(N)=O)c1 | -16 | 2 | 0.2 | -7 | 2.7 | -6 | 2 | 5 | -0.4 |
| 22 | CCOC(=O)C(C(=O)OCC)C(C)(C)/C(C)=N\Nc1ccc([N+](=O)[O-])cc1[N+](=O)[O-] | -5 | -23 | 1.3 | -6 | 0.9 | 233 | -71 | 3 | 4.3 |
| 17 | CN1OC[C@@H]2CN(C(=O)CCc3ccccc3)[C@H](c3cccc(N4CCOCC4)c3)C[C@@H]21 | 2 | 8 | · | 4 | 0.6 | · | 0 | 0 | -1.6 |

The results go on:
Each structure is followed by: PKA-R1A act	MOR-DOR inv ag	AddAB inh	Ecoli viability	PKA-R2B activ	phage Ecoli inh	SUMO Mot1 rescue	PfHsp90 set2	HTR5A inv ag	Tat transport	OPRM1-OPRD1 ag
31) CC1=CS/C(=C(/C#N)C(=O)NCc2ccco2)N1c1ccccc1
  13	-6	1.7	-0.5	7	0.5	-8	-8	-31	-2	1.1
32) CCC(C)C1/C=C\CC(NC(=O)OCC2c3ccccc3-c3ccccc32)CC(=O)N1Cc1ccccc1 (stereo unspecified)
  1	7	1.1	-1.2	3	·	·	-21	-6	-2	-1.4
33) Cc1cccc(N2CCN(C(=O)c3cn4ccccc4n3)CC2C)c1 (stereo unspecified)
  -5	12	-0.2	-0.2	-8	1.6	2	-10	-2	-14	-2.3
34) CCOC(=O)Cn1c(C)c(Br)c(COC)c(C#N)c1=O
  -5	13	4.0	-1.1	4	-0.1	-8	-5	-15	8	-2.6
35) C=C[C@@](C)(O)CC[C@@H]1[C@@]2(C)CCCC(C)(C)[C@@H]2CC[C@@]1(C)O
  -4	-43	3.5	-1.0	-3	-1.6	-20	-21	5	15	8.4
36) C#CCNC(=O)/C=C/c1ccc(C)cc1
  -2	6	3.9	2.4	-10	-0.2	-11	-1	-3	-4	-1.1
37) Cc1ccc(C2CN(CCC(N)=O)C(=O)CO2)cc1 (stereo unspecified)
  -10	-5	1.8	-0.5	-3	1.3	9	-9	-26	-16	0.8
38) Cc1ccc(C(=O)N2CCN(C(=O)c3ccc(C)cc3)C2)cc1
  -4	12	-0.9	2.4	-3	-0.2	-5	·	9	-9	-2.5
39) COc1cccc(N/C(SCc2ccccc2C)=C(/C#N)C(=O)NCc2cccs2)c1
  5	16	1.2	1.6	-1	1.5	-26	6	-1	-15	-3.0
40) O=C(Cn1cc([N+](=O)[O-])cn1)N1CCCc2ccccc21
  -12	8	-1.9	-1.3	10	1.1	-7	19	16	3	-1.7
41) CCCn1c(SC(C)C(=O)N2CCOCC2)nc2ccc(Br)cc2c1=O (stereo unspecified)
  -21	1	0.9	0.7	-7	4.1	·	6	19	-12	-0.2
42) CC(C)[C@H](NC(=O)c1ccc(Br)cc1)C(=O)NC1CCCCC1
  -1	13	0.4	0.2	-9	-0.7	·	-6	-13	-9	-3.0
43) Cc1ccc(Cl)cc1NC(=O)COC(=O)CC(C)(C)C
  -9	13	-0.1	-1.2	6	0.6	-15	·	7	-5	-2.7
44) Cc1noc(C)c1COc1cccc(C(=O)Nc2ccc(OCc3ccccc3)cc2)c1
  2	-1	-1.8	-0.7	-6	3.0	5	2	-14	11	0.2
45) COc1ccc(CSc2nnc(CNS(C)(=O)=O)o2)cc1
  -13	-7	-0.7	-3.7	0	3.4	-7	16	14	-6	1.1
46) N#Cc1c(NC(=O)c2ccc(Br)o2)n(-c2ccccc2)c2nc3ccccc3nc12
  -9	9	1.3	2.8	3	3.2	-10	-30	-1	1	-1.7

2 consecutive records out of the list so far:
Each structure is followed by: PKA-R1A act	MOR-DOR inv ag	AddAB inh	Ecoli viability	PKA-R2B activ	phage Ecoli inh	SUMO Mot1 rescue	PfHsp90 set2	HTR5A inv ag	Tat transport	OPRM1-OPRD1 ag
5) CCc1ccc(NC(=O)C2CCN(S(=O)(=O)c3ccc4c(c3)CC(C)N4C(C)=O)CC2)cc1 (stereo unspecified)
  -4	5	1.1	1.4	-5	0.1	9	23	-8	0	-0.9
6) COc1ccc(C)cc1NS(=O)(=O)c1ccc2c(c1)N(C(C)=O)CCO2
  -6	20	4.2	2.9	-9	-0.9	12	0	2	-10	-3.9
